Bioassay records from PubChem.
TEAD-YAP inh: TEAD-YAP interaction inhibition; 640,000 compounds, 1.4% hits; HEK-TIYL cells, TEAD-Gal4/YAP UAS-luciferase luminescence; inhibition, % at 9.12 µM; in the data active = inhibition above about 32%;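 also: 0% = median of test compound wells and 100% = reference inhibitor wells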
GPR151 ag: activates the human receptor GPR151. 650,000 compounds, 1% hits. activation, % at 11.2 µM. AID 1508602. PathHunter beta-arrestin GPR151 cells, luminescence. Q8TDV0; in the data active = activation above about 4.9%;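 also: 0% = median of compound wells and 100% = cells with positive control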
FBW7 activator: activators of human E3 ligase FBW7; Q969H0; 650,000 compounds, 0.13% hits; normalized activity (activation), % at 26.1 µM; AID 1259310; AlphaScreen FBW7–phospho-cyclin E peptide binding, activator screen; in the data active = normalized activity above about 1.9%;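 also: purified mutant Fbw7 with reduced substrate affinity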
Target sequence (Q969H0 whole entry, looked up): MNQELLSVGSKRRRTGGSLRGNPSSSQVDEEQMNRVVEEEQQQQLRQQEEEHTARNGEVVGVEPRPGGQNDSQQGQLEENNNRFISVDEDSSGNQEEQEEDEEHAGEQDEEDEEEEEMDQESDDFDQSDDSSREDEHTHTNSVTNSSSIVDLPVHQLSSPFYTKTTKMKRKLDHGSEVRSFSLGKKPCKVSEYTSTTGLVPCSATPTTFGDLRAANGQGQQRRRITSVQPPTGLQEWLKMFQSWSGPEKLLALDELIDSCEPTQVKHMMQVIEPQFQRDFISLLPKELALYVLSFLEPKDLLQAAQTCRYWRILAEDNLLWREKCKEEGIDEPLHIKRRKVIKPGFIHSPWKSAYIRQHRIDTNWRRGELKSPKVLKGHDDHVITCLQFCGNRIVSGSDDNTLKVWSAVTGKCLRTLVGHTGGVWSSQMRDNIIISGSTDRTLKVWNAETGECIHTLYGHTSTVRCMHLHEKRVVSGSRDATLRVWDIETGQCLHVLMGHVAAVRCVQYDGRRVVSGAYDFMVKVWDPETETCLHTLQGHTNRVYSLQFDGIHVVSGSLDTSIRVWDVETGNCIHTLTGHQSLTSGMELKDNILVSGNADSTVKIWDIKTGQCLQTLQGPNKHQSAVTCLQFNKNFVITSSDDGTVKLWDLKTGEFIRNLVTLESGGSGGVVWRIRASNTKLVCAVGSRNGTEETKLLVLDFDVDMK
MITF inh: human MITF inhibition, primary screen; O75030; AlphaScreen MITF homodimerization, bead proximity signal; inhibition, % at 2.6 µM; 650,000 compounds, 0.91% hits; AID 1259374; in the data active = inhibition above about 50%;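 also: 0% = vehicle wells with protein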
Active calls of the source: *; & = joins results of further samples.

SMILES | TEAD-YAP inh | GPR151 ag | FBW7 activator | MITF inh
CCCCNC(=O)CC1SC(N)=NC1=O (stereo unspecified) | 9 | 0.0 | 0.0 | 0
O=C(c1ccc(SCc2ccccc2F)c([N+](=O)[O-])c1)N1CCOCC1 | -14 | -0.3 | -0.1 | 3
CCOC(=O)C1=C(C)NC(=O)NC1c1ccc(O)c([N+](=O)[O-])c1 (stereo unspecified) | 6 | -1.8 | 0.1 | 5
CC(=O)c1cc2c(cc1NS(=O)(=O)c1ccc(C(C)(C)C)cc1)OCO2 | -4 | 0.3 | -0.1 | 4
O=C1c2ccccc2-c2nnc(-c3cc(Cl)sc3Cl)cc21 | -6 | 1.2 | -0.2 | -2
CCOC(=O)c1c(NC(=O)Cc2cccs2)sc(C(=O)Nc2ccc(OC)cc2)c1C | -5 | -0.8 | 0.0 | -12
CCCS(=O)(=O)N1CCCC(N2CCN(c3ccc(OC)cc3)CC2)C1 (stereo unspecified) | -1 | -1.4 | -0.2 | -5
COC(=O)COc1ccc2c(-c3ccc(OC)cc3)cc(=O)oc2c1 | 1 | 1.5 | -0.1 | 5
O=C(CC1C(=O)NCCN1CC1CCCCC1)NCCCN1CCOCC1 (stereo unspecified) | 8 | -1.1 | -0.1 | 4
Clc1ccc(C2=NN(c3ccccc3Br)C(c3ccccc3Cl)C2)cc1 (stereo unspecified) | 6 | 2.7 | 0.1 | 8
CCOC(=O)CN1C(c2ccc(Br)cc2)=Nc2ccc(Br)cc2C1c1ccccc1 (stereo unspecified) | -4 | -0.2 | 0.0 | -1
Cc1ccc(S(=O)(=O)CCC(=O)Nc2ccc(Oc3ccc4c(c3)C(=O)N(c3ccccc3C(F)(F)F)C4=O)cc2)cc1 | 4 | 0.4 | -0.1 | 7
Nc1nc(NCCCN2CCCC2=O)cc(Nc2ccccc2)n1 | 1&-4 | 0.6&-1.0 | -0.1&-0.1 | -1&6
O=C(NC(=O)C12CC3CC(CC(C3)C1)C2)N1CCCCC1 | -9 | 0.9 | -0.1 | 10
CCCCOC(=O)CSC1=C(C#N)C(c2ccccc2)CC(=O)N1 (stereo unspecified) | 45* | 1.6 | 0.0 | 13
CN(c1ncnc2c1c(-c1ccccc1)cn2-c1cccc(Cl)c1)C1CCCCC1 | -3 | -0.8 | -0.1 | 1
CCOC(=O)/C(C#N)=C1/C=Nc2ccccc2N1 | -10 | -2.8 | 0.0 | 16
COc1cccc(/C=N/NC(=O)CNc2ccccc2)c1O | 3 | 0.8 | -0.1 | 2
O=C(Nc1ccc2c(c1)OCO2)c1cccc(Nc2ccc3ncccc3c2)n1 | -13 | 6.3* | 0.0 | 17
COC(=O)C(C(C)=O)N1C(=O)c2ccccc2S1(=O)=O (stereo unspecified) | 8 | -1.5 | -0.3 | -4
COc1cc(Cl)cc(C(=O)O)c1OCC(=O)O | 0 | -1.0 | 0.0 | 6
CC(C)n1c(-c2cccc(N)c2)nc2c(NCCCN3CCCC3=O)ncnc21 | 0 | 0.1 | -0.2 | -13
CC(C)OCCCNC(=O)/C(C#N)=C/c1c(Oc2ccccc2)nc2ccccn2c1=O | -1 | -6.2 | -0.1 | 2
COc1ccc2ccccc2c1-c1c(OC)ccc2ccccc12 | -7 | 1.6 | -0.3 | -7
COc1ccc(N(C)S(=O)(=O)c2ccc3c(c2)CCN3C(=O)C2CCC2)c(OC)c1 | 3 | 0.3 | 0.1 | -6
COCCNC(=O)CN1CCC(c2ccc(OC)cc2)C(O)C1 (stereo unspecified) | 3 | 2.0 | 0.1 | 3
Cc1cncc2c(S(=O)(=O)N3CC[C@H](NC(=O)[C@@H](C)O)C3)cccc12 | -8 | 0.8 | 0.1 | -1
C/C(=N/NC(=O)c1ccccc1)C1CC1 | -58 | 2.0 | 0.5 | -8
Nc1ccc(-c2nc3ccccc3s2)cc1N | 29 | -7.2 | 0.0 | -8
Cc1ccc(OC(=O)C2c3ccccc3Oc3ccccc32)c(-n2nc3ccccc3n2)c1 | -56 | -3.7 | -0.1 | 8
CCN1CCN(C(c2ccccc2)c2nnnn2Cc2ccc(F)cc2)CC1 (stereo unspecified) | 1 | 2.1 | 0.5 | 0
CCCCOC(=O)c1ccc2c(c1)C(=O)N(c1cccc([N+](=O)[O-])c1)C2=O | 2 | 0.8 | -0.1 | -1
C=CCNC(=O)COc1ccc(CCC)cc1 | -40 | -1.2 | 0.3 | 19
Cc1sc(NC(=O)CN(Cc2ccc(F)cc2)C(=O)C2CCCCC2)c(C(N)=O)c1C | -4 | -1.2 | 0.2 | 20
COc1ccc(C2NC(C(=O)O)Cc3c2[nH]c2ccccc32)cc1CN1CCN(c2ccc(F)cc2)CC1 (stereo unspecified) | 5 | 0.7 | -0.1 | 6
Cc1cc(Br)cc(C)c1NC(=O)c1cccnc1 | -8 | 1.7 | 0.0 | -8
O=C(NCCOc1cccc2ccccc12)C(CO)(CO)CO | -35 | -0.4 | -0.1 | 3
N#CCSc1ccccc1NC(=O)Cn1ccsc1=N | 8 | 2.0 | 0.1 | 4
Cc1ccc(OCc2nn3c(C4COc5ccccc5O4)nnc3s2)cc1 (stereo unspecified) | -17 | -0.7 | -0.1 | 15
O=C(NCc1cccc(C(F)(F)F)c1)c1ccc2nc(N3CCc4ccccc4C3)sc2c1 | 4 | 0.9 | 0.0 | -1
COc1ccc(-c2cnnn2-c2ccc(NC(=O)c3ccc(F)cc3)cc2)cc1OC | 4 | -0.8 | 0.0 | -15
O=C(COC(=O)c1ccccc1)c1ccccc1 | -3 | -2.2 | -0.2 | 3
O=C(NC(NC(=O)c1ccccc1F)c1ccc2c(c1)OCO2)c1ccccc1F | 1 | 11* | -0.2 | -3
COc1ccccc1NC(=O)CSc1ccccc1NC(C)=O | -2 | 2.6 | 0.1 | 5
COc1ccccc1CN1C(=O)c2ccc([N+](=O)[O-])cc2C1=O | -9 | 0.1 | 0.1 | 21
Cc1ccccc1C(=O)NC(NC(C)C)C(Cl)(Cl)Cl (stereo unspecified) | 10 | -0.4 | 0.1 | 4
CCOC(=O)c1nn(-c2ccccc2)c(=O)c2c(NC(=O)CCl)scc12 | 4 | -0.1 | 0.1 | 21
O=C(NC1CCN(C(=O)N(c2ccccc2)c2ccccc2)CC1)c1ccccc1 | -7 | -0.1 | -0.2 | -1
CCOC(=O)N1CCc2nc(NC(C)=O)sc2C1 | 4 | -1.7 | 0.0 | 12
COc1cc(N)c(Cl)cc1C(=O)OCC(=O)Nc1ccc2ccccc2c1 | 6 | 0.3 | 0.1 | -5

Continuation.
SMILES | TEAD-YAP inh | GPR151 ag | FBW7 activator | MITF inh
Cc1cc(=O)[nH]c(N2CCN(S(C)(=O)=O)CC2)n1 | 5 | -1.0 | 0.0 | 7
CCOC(=O)c1c(NC(=O)C2CC2)sc(C(=O)Nc2ccc(OC)cc2OC)c1C | -2 | 2.5 | -0.1 | -4
COc1ccc(C2CC(=O)C3=C(C2)NC(C)=C(C(=O)OCCOc2ccccc2)C3c2cccc(OC)c2)cc1 (stereo unspecified) | 17 | 0.5 | 0.6 | -6
COc1ccc(CCNc2nnnn2-c2ccccc2)cc1OC | -4 | -0.5 | -0.6 | -7
Cc1cccc(NS(=O)(=O)c2cc([N+](=O)[O-])ccc2Cl)c1 | 13 | 2.1 | 0.1 | 6
CCOc1ccc(/C=N/Nc2cc(N3CCOCC3)nc(C)n2)c(O)c1 | 11 | -0.1 | -0.8 | 17
Nc1ncnc(Nc2ccc(Oc3ccc(Cl)cc3)cc2)c1[N+](=O)[O-] | 3 | -0.8 | -0.1 | 3
Nn1cnnc1SCc1cn2cc(Cl)ccc2n1 | -22 | 1.7 | -0.3 | 9
CCOC(=O)c1ccsc1NC(=O)c1ccc(Br)s1 | -3 | -0.8 | -0.1 | 10
COCCCNC(=O)Cn1cnc2sc(C)c(S(=O)(=O)N3CCCCC3)c2c1=O | -3 | -0.9 | 0.0 | 2

Profiles, quoted from the list. Order of screens: TEAD-YAP inh	GPR151 ag	FBW7 activator	MITF inh
Listed for Cc1ccc(OCc2nn3c(C4COc5ccccc5O4)nnc3s2)cc1 (stereo unspecified) = -17	-0.7	-0.1	15
Listed for Nn1cnnc1SCc1cn2cc(Cl)ccc2n1 = -22	1.7	-0.3	9
Listed for CCOC(=O)c1c(NC(=O)Cc2cccs2)sc(C(=O)Nc2ccc(OC)cc2)c1C = -5	-0.8	0.0	-12

(further entries)
SMILES | TEAD-YAP inh | GPR151 ag | FBW7 activator | MITF inh
Cc1ccccc1CS(=O)(=O)CC1Nc2ccc(C(=O)O)cc2NC1=O (stereo unspecified) | 5 | -1.0 | 0.2 | 7
CCNc1nc(NCc2ccccc2)c2ncn(-c3ccsc3)c2n1 | -13 | 1.2 | -0.2 | -3
COc1ccc(/C=C(\C#N)c2nn(CCO)c(N)c2C#N)cc1 | -22 | 0.6 | -0.1 | 6
CCCNC(=O)C/C(C)=N/NC(=O)C(=O)Nc1ccccn1 | -17 | -0.5 | -0.7 | -7
Fc1ccc(Nc2cc(-c3ccccc3)ncn2)c(F)c1 | -64 | 0.2 | 0.0 | 4
O=C(CSc1ncnc2scc(-c3ccccc3)c12)NC(=O)CN1CCCC1=O | -7 | 1.0 | 0.0 | 35
Cc1cccc(OCCc2c(C)n[nH]c2C)c1C | -3 | 0.1 | 0.5 | 4
Cc1sc(NS(=O)(=O)c2ccc([N+](=O)[O-])cc2)nc1-c1ccc(Br)cc1 | 9 | -0.5 | 0.1 | 5
CCCC12CN3CC(C)(CN(C1)C3c1ccc(O)cc1O)C2=O (stereo unspecified) | 6 | 0.0 | 0.2 | 4
O=C(/C=C/c1ccc(S(=O)(=O)N2CCOCC2)cc1)OCC(=O)c1cccc(Cl)c1 | -2 | -1.1 | 0.7 | -10
COc1ccc(C2NC(=O)CCC2[N+](=O)[O-])c(OC)c1 (stereo unspecified) | -2 | -1.0 | 1.6 | 21
CCOc1ccc(S(=O)(=O)NCc2ccccn2)c2cccnc12 | -5 | 1.2 | -0.2 | -3
O=c1oc2ccccc2c(N2CCN(Cc3ccccc3)CC2)c1CN1CCCC1 | 1 | 0.2 | -0.1 | 3
COc1ccc(CNC(=O)c2ccc3nc(-c4cccs4)c(-c4cccs4)nc3c2)cc1 | 2 | -0.5 | 0.0 | 9
FC(F)(F)c1cc(Nc2ncnc3sc4c(c23)CCCC4)ccc1Cl | 9 | -1.1 | 0.3 | 15
COC(=O)c1cccc(OC(=O)Nc2cccc(C)c2)c1 | -1 | 2.4 | 0.1 | -2
O=C(NCCO)/C(=C\c1cccc([N+](=O)[O-])c1)NC(=O)c1ccc(Br)cc1 | -1 | -1.0 | 0.3 | 22
CCc1cc2c3c(c1)C1(C(=O)N3C(C)(C)C=C2C)C(C#N)=C(N)Oc2[nH]c(=O)[nH]c(=O)c21 (stereo unspecified) | 16 | -1.2 | -0.6 | -20
O=C(CCNC(=O)Oc1ccccc1)NCc1ccccc1 | 0 | -0.7 | -0.2 | 35
CCCNC(=O)CCc1c(C)nc2cc(-c3ccc(Cl)cc3)nn2c1C | -13 | 0.4 | -0.2 | -4

A section from the list above:
SMILES | TEAD-YAP inh | GPR151 ag | FBW7 activator | MITF inh
CCCCNC(=O)CC1SC(N)=NC1=O (stereo unspecified) | 9 | 0.0 | 0.0 | 0
O=C(c1ccc(SCc2ccccc2F)c([N+](=O)[O-])c1)N1CCOCC1 | -14 | -0.3 | -0.1 | 3
CCOC(=O)C1=C(C)NC(=O)NC1c1ccc(O)c([N+](=O)[O-])c1 (stereo unspecified) | 6 | -1.8 | 0.1 | 5
CC(=O)c1cc2c(cc1NS(=O)(=O)c1ccc(C(C)(C)C)cc1)OCO2 | -4 | 0.3 | -0.1 | 4
O=C1c2ccccc2-c2nnc(-c3cc(Cl)sc3Cl)cc21 | -6 | 1.2 | -0.2 | -2
CCOC(=O)c1c(NC(=O)Cc2cccs2)sc(C(=O)Nc2ccc(OC)cc2)c1C | -5 | -0.8 | 0.0 | -12

Following part:
SMILES | TEAD-YAP inh | GPR151 ag | FBW7 activator | MITF inh
Cc1ccc(C(=O)OCC(=O)c2ccccc2)s1 | -2 | -2.4 | 0.6 | 15
CC1CN(C(=O)[C@@H]2C[C@@H]2C(=O)O)C2(CCCC2)O1 (stereo partly specified) | -2 | -0.8 | 0.1 | -12
CCOC(=O)c1c(NC(=O)CSc2nnc(CNC(=O)COc3ccc(Cl)cc3Cl)n2C)sc2c1CCCCC2 | 10 | -0.2 | 0.0 | 1
Cc1ccc2cccc(OC(=O)c3ccc(Cl)cc3)c2n1 | 8 | -0.9 | 0.0 | 17
Cc1cc(Cl)nc(Cl)c1C(=O)N1CCCCC1 | -4 | 1.9 | -0.1 | 3
CCc1ccc(S(=O)(=O)Nc2ccc3c(c2)CC(=O)N3C)cc1 | 10 | 0.2 | 0.0 | 9
COC(CNC(=O)c1ccc(CNc2nc(=S)[nH]c3ccccc23)cc1)OC | 7 | -1.4 | 0.1 | 7
CCN1C(=O)c2ccccc2S(=O)(=O)c2ccc(C(=O)N3CCCC3)cc21 | -1 | -0.3 | 0.0 | 4
COCC(=O)N1CCC(Cn2nc(-c3ccccc3)ccc2=O)CC1 | -5 | 0.5 | 0.6 | 0
